From PubChem BioAssay
NR5A2 inv ag = LRH-1 (NR5A2) inverse agonists, primary screen, cell-based, luminescence, HEK293T, StAR-luciferase reporter; LRH-1 transfected, 24 h; inhibition, % at 3.6 µM; 0.13% of 360,000 active; AID 602396, 2012;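 active = inhibition above the mean inhibition of all tested compounds plus 3 SD, cut at about 73% in these data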;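 also: 0% = DMSO wells and 100% = reporter-only cells lacking LRH-1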
CF NFkB inh = inhibitors of PAF-induced NF-kB signaling, primary screen, cell-based, GFP fluorescence, uHTS; KKLEB NF-kB-GFP reporter, GFP fluorescence overnight; 0.86% of 360,000 active; inhibition, % at 5 µM;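 active = at least 50% inhibition at 5 µM, scaled per plate between neutral and stimulator controls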;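 also: PAF is a Pseudomonas aeruginosa culture filtrate used as stimulus; plate controls were PAF-stimulated DMSO wells for no effect and unstimulated DMSO wells for full effect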
TROY signal inh = inhibitors of TROY-driven NF-kB signaling, primary screen, Q293 LMP1-TROYcd cells, NF-kB luciferase, uHTS | Q293 LMP1-TROYcd NF-kB luciferase reporter, 4 h | inhibition, % at 10 µM | 0.98% of 360,000 active | AID 1347056, 2019;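 active = compounds whose plate-normalised and pattern-corrected inhibition of the luciferase reporter signal at the single screening dose is 50% or more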
Shn3 3UTR inh = reduction of Shn3 3'UTR firefly luciferase signal, primary screen, Schnurri-3 inhibitor project, cell-based, Clone20 osteoblasts, set 2. Clone20 osteoblast Shn3 3'UTR firefly luciferase, 24 h. inhibition, % at 12.5 µM. 0.52% of 360,000 active;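 active = mean inhibition of at least 75% with every replicate also reaching 75%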;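 also: 0% = median of neutral control wells and 100% = pilot-screen positive control compound; some compounds past the cut are filed as inactive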
KKLEB tox = cytotoxicity in KKLEB CF airway cells, primary screen, cytotoxicity control for CF NF-kB inhibitor project, cell-based, uHTS, fluorescence assay plates; KKLEB CF airway cells viability, ATPlite luminescence, overnight; active compounds read low; cells stimulated with P. aeruginosa culture filtrate; 0.36% of 360,000 active; AID 602141, 2011; activity change (cytotoxicity), % at 5 µM;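 active = corrected activity change at or below -50% at 5 µM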
COUP-TFII inh = NR2F2 transcriptional activity inhibitors, primary screen, cell-based, luciferase reporter, HEK293T, luminescence; COUP transcription factor 2 (Homo sapiens), P24468; HEK293T NGFI-A luciferase reporter; inhibition, % at 8.6 µM; 0.7% of 370,000 active; AID 686940, 2013;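 active = inhibition above a per-plate cutoff, mean inhibition of test wells between control levels plus 3 SD, cut at about 38% in these data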;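 also: cells cotransfected with COUP-TFII expression vector driving the NGFI-A reporter; 0% = median of COUP-TF2 test wells and 100% = reporter-only cells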
TWEAK Fn14 block = inhibitors of TWEAK-Fn14 signaling, primary screen, luciferase reporter cells, uHTS. TWEAK-stimulated Fn14 reporter cells, luciferase luminescence, 8 h. inhibition, % at 10 µM. AID 1159606, 2016. 2% of 360,000 active; in the data active = inhibition above about 50%
C8 TRAIL sens = viability loss with TRAIL in NB7+C8 cells, primary screen, TRAIL sensitizer project, cell-based, ATPlite luminescence; 1% of 360,000 active; inhibition (viability loss, TRAIL sensitization), % at 10 µM;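 active = compounds causing at least 50% loss of cell viability in the single-dose screen, relative to plate controls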
NCOA1 inh = SRC1 coactivator transcriptional activity inhibitors, primary screen, cell-based, luminescence; Nuclear receptor coactivator 1 (Homo sapiens), Q15788; inhibition, % at 3.6 µM; 0.12% of 360,000 active; HEK293 GAL4-SRC1 luciferase reporter;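 active = inhibition above the campaign mean plus 3 SD, with each screening campaign given its own cutoff, cut at about 60% in these data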;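 also: 0% = DMSO treated cells and 100% = gossypol at 36 µM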
LMP1 NFkB inh = EBV LMP1-driven NF-kappaB luciferase reporter inhibitors, primary screen, cell-based, luminescence, single point. LMP1-induced NF-kappaB luciferase reporter cells. inhibition, % at 12.5 µM. 0.69% of 350,000 active; in the data active = inhibition above about 41%;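 also: 0% = neutral control wells and 100% = reference inhibitor control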
NCOA3 inh = SRC3 coactivator transcriptional activity inhibitors, primary screen, cell-based, luminescence. Nuclear receptor coactivator 3 (Homo sapiens), Q9Y6Q9. HEK293 GAL4-SRC3 luciferase reporter. inhibition, % at 3.6 µM. 0.17% of 360,000 active;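 active = inhibition above a per-campaign cutoff, the mean of all compounds plus 3 SD, cut at about 60% in these data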;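 also: 0% = DMSO-treated cells and 100% = gossypol-treated cells at 36 µM; higher means less SRC3-driven luciferase light from the GAL4 reporter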
Numbers without * were called inactive; x = no result given. These rows are one share of the data. The share of hits here may be higher or lower than overall.

SMILES	NR5A2 inv ag	CF NFkB inh	TROY signal inh	Shn3 3UTR inh	KKLEB tox	COUP-TFII inh	TWEAK Fn14 block	C8 TRAIL sens	NCOA1 inh	LMP1 NFkB inh	NCOA3 inh
Cc1cc(Cl)c(S(=O)(=O)Nc2ccc(S(=O)(=O)N3CCOCC3)cc2)cc1OCC(N)=O	4	-4	9	-20	7	-6	-8	-2	14	-13	20
CN(CC(=O)NC(=O)NCc1ccccc1)Cc1cccc(Cl)c1Cl	2	-13	-16	15	14	0	-34	-10	2	0	12
O=C(Nc1nc2ccccc2s1)C1=NN(c2ccccc2)C(=O)CC1	-3	-24	17	-29	6	-6	32	0	-35	-6	-10
CC(NS(=O)(=O)c1ccccc1)C(N)=O (stereo not drawn)	15	-8	9	7	7	-25	8	-22	-6	-2	6
Cc1ccc(C)c(S(=O)(=O)NC(CC(C)C)C(=O)O)c1 (stereo not drawn)	-1	-5	19	-6	1	-3	-8	-6	16	-1	8
Cc1cc(C(=O)NNS(=O)(=O)c2ccccc2C(F)(F)F)nn1C(C)(C)C	23	3	0	-8	-6	-10	11	-12	11	-5	16
Cc1cc(NC(=O)CCC(=O)N(c2ccccc2C)C(C(=O)NC2CCCC2)c2ccccc2)no1 (stereo not drawn)	8	-13	-7	7	4	12	12	-2	-7	-9	-15
CCC(C)(C)n1nnnc1C(c1ccc(C)cc1)N1CCN(Cc2ccc3c(c2)OCO3)CC1 (stereo not drawn)	-3	-2	-24	6	-6	-4	-13	-24	-6	32	9
O=C(CSc1ccc([N+](=O)[O-])cn1)Nc1nccs1	-6	17	1	-11	5	-7	7	-6	8	-2	-24
COc1ccccc1CNC(=O)C1CC(=O)N(C2CCCC2)C1 (stereo not drawn)	0	3	-1	-16	6	-8	6	-2	2	4	15
Cc1ccccc1CNC(=O)c1ccc2nc(N3CCOCC3)sc2c1	-1	-32	4	-9	-14	-2	-22	0	-13	4	-32
COc1ccccc1N1CCN(C(=O)CN2C(=O)c3cccc4cccc(c34)C2=O)CC1	16	-21	-1	12	9	-4	-39	-4	-18	-4	12
COc1cc(OCc2ccccc2)c(C(=O)/C=C/c2ccc3c(c2)OCO3)c(OC)c1OC	7	12	-14	7	-4	-3	27	22	-1	-13	23
COc1cc(/C=N/N=C/c2cc(OC)c(O)c(OC)c2)cc(OC)c1O	3	-2	8	0	6	-6	-26	0	-6	16	3
O=C(COC(=O)c1ccc(Br)o1)NCc1ccco1	-13	5	11	-27	-13	-10	14	-3	-9	-8	11

The final 2 records of the section above open the next one.
SMILES	NR5A2 inv ag	CF NFkB inh	TROY signal inh	Shn3 3UTR inh	KKLEB tox	COUP-TFII inh	TWEAK Fn14 block	C8 TRAIL sens	NCOA1 inh	LMP1 NFkB inh	NCOA3 inh
COc1cc(/C=N/N=C/c2cc(OC)c(O)c(OC)c2)cc(OC)c1O	3	-2	8	0	6	-6	-26	0	-6	16	3
O=C(COC(=O)c1ccc(Br)o1)NCc1ccco1	-13	5	11	-27	-13	-10	14	-3	-9	-8	11
N#CC12CCCCC1CC1CCCCC1(C#N)N2Cc1cccnc1 (stereo not drawn)	1	0	-15	-2	2	-7	-13	4	6	-4	22
CC(C)c1cc(C(=O)O)n(-c2ccccc2)n1	8	-22	-1	9	-2	15	-18	-17	9	1	14
CN(c1ccc(OCc2nnc(-c3ccccc3)o2)cc1)S(=O)(=O)c1ccccc1	-3	5	18	-1	8	3	13	6	-4	-5	5
COCCC1CCCCN1C(=O)c1cccc(OC2CCN(S(C)(=O)=O)CC2)c1 (stereo not drawn)	2	0	12	15	2	-7	-6	-2	1	-4	14
COc1ccc(OC)c(S(=O)(=O)Nc2ccc(O)c(Sc3ncn[nH]3)c2)c1	-11	-8	-4	0	1	x	4	-4	1	-3	15
CCOC(=O)N1CCN(C(=O)c2ccc(N3C(=O)CCC3=O)cc2)CC1	-2	-8	-4	2	-5	-5	-23	-7	-5	1	-7
CCCCC(CC)CNCc1cccn1CCN1CCOCC1 (stereo not drawn)	-11	-19	-2	-8	11	24	13	14	17	0	3
CC(=O)Oc1ccc(C(=O)NCc2ccco2)cc1	10	-4	2	-15	-1	9	-13	-7	-8	2	-4
Cc1ccccc1CNC1CCCCC1	5	-24	-4	-23	6	-2	-7	-11	-6	-6	20
NCCc1ccn[nH]1	-3	-11	-2	-12	-18	14	5	1	5	-29	-40
COc1ccc(/C=C2/SC(=O)N(CCCCCC(=O)Nc3ccccc3C(=O)O)C2=S)cc1	8	20	63*	8	-4	48*	41	-12	9	26	12
N#Cc1nc(-c2ccc(F)cc2)oc1NCCN1CCOCC1	-22	6	-22	-8	-8	-21	-27	5	-27	-4	-28
Cc1c(Cl)cccc1NC(=S)NN	7	8	-7	3	-4	-17	-8	1	1	7	-13
Cc1ccc(CNC(=O)[C@@H](NC(=O)Cc2ccccc2)C(C)C)cc1	-13	5	-8	15	-10	-12	25	-9	-1	-2	6
CCOC(=O)C1CSc2[nH]c(=O)sc2C1c1ccccc1 (stereo not drawn)	17	-1	4	x	3	15	6	-11	-7	-2	0
Cc1ccc(NC(=O)CSc2nnc(-c3cccs3)n2Cc2ccco2)cc1	2	-7	-10	4	-21	19	-7	2	-2	-1	6
COc1ccc(C(=O)/C=C2/Sc3cc4c(cc3N2C)OCO4)cc1	-21	-3	-12	-10	0	-12	10	20	9	-21	6
CCc1ccccc1NC(=O)Cn1nnc(-c2cccnc2)n1	0	2	-1	8	6	12	-5	-16	3	1	19
Cc1cc([N+](=O)[O-])nn1CC(=O)N1CCCc2ccccc21	15	2	9	-16	13	8	16	-4	4	2	6
CC1CN(S(=O)(=O)c2cccc(C(=O)Nc3ccc(N4CCCCC4)cc3)c2)CC(C)O1 (stereo not drawn)	-6	-22	-2	-13	3	-13	6	1	-6	-5	3
COc1cccc(OC)c1C(=O)NC(=S)Nc1ccc(N2CCOCC2)c(Cl)c1	-7	7	0	-21	-1	-1	22	-5	3	14	8
O=C(CCN1CCN(C/C=C/c2ccccc2)CC1)Nc1ccccc1F	19	-14	9	-12	10	1	5	2	-7	4	16
O=C(N/N=C/c1ccc(O)cc1)c1cccc(C(F)(F)F)c1	-36	-10	-10	-6	0	2	-24	6	3	-5	-1
O=C(Nc1cc(S(=O)(=O)N2CCOCC2)ccc1N1CCOCC1)c1ccccc1F	9	-6	2	1	6	1	-4	-1	-12	1	-12
O=C(C[n+]1cc(Br)cc(Br)c1)c1cccc([N+](=O)[O-])c1	-15	-15	23	-5	3	19	1	-1	-3	-16	10
CCOC(=O)c1c(C)oc(NC(=O)CCl)c1C(=O)OCC	18	-3	17	-1	-3	2	9	-10	0	-2	-13
O=C(CSc1ccc2nc(-c3ccccc3)cn2n1)NCC1CCCO1 (stereo not drawn)	-51	-3	-34	-44	-1	-19	-9	2	-49	-6	-23
O=C(NCc1ccccc1)C(c1ccc(F)cc1)N(Cc1ccc2c(c1)OCO2)C(=O)Cn1nnc(-c2cccs2)n1 (stereo not drawn)	-1	13	2	8	-26	10	21	7	-15	0	4
COc1cc(C2SCC(=O)N2c2c(C)n(C)n(-c3ccccc3)c2=O)ccc1O (stereo not drawn)	10	-1	-19	-2	-1	6	13	-21	4	-12	6
COCCNC(=O)C(=O)Nc1cc2c3c(c1)CCC(=O)N3CCC2	22	-1	0	8	-10	4	-18	2	-39	-2	11
O=C(c1ccc(F)cc1)n1c(NCc2ccccc2)n[nH]c1=S	-6	1	-9	-3	15	-12	-15	1	1	4	9
CCOCCCNC(=S)N1CCC(NC(=O)C23CC4CC(CC(C4)C2)C3)CC1	-5	-6	4	8	8	-3	-28	-7	-12	0	8
COc1ccc(C(=O)Nc2nc(CC(=O)NCCc3ccccc3OC)cs2)cc1	8	26	-6	-8	-14	-5	11	-16	-22	-2	-5
CC(=O)c1c(C)[nH]c(C(=O)N2CCN(S(=O)(=O)c3ccc(C)cc3C)CC2)c1C	-13	-3	12	17	-3	15	0	4	5	10	6
Cc1ccc(NC(=O)CC(O)(C(F)(F)F)C(F)(F)F)c(Br)c1	1	4	-3	5	2	3	-16	13	-1	0	10
Cn1c(COc2nnc(-c3ccc(Cl)cc3)c3ccccc23)nc2ccccc21	-7	-3	-19	-19	-2	2	22	0	1	1	6
COc1cccc(OCC(=O)NNC(=O)Cc2cccs2)c1	-2	4	-14	-4	11	-6	-2	-9	-11	-1	11
Cn1c(=O)c2c(ncn2CC(=O)OCC(=O)NC(c2ccccc2)c2ccccc2)n(C)c1=O	-20	4	-12	-27	-3	-2	-14	-7	8	3	9
O=C(NC1CCCC1)C1(c2ccccc2)CCN(S(=O)(=O)c2ccccc2)CC1	8	7	2	27	-1	-1	-5	4	-19	-11	-8
CCCCCCCCC(=O)N/N=C(\C)c1ccc(O)cc1O	9	-6	17	2	-11	6	-11	10	7	8	13
O=C(CCl)N1c2ccccc2OCC1c1ccccc1 (stereo not drawn)	-7	-8	-8	-1	-3	14	-21	-4	-6	1	12
Cc1cc(C)c2nc(N(CCN(C)C)C(=O)c3ccc(S(=O)(=O)N(C)CC4CCCO4)cc3)sc2c1 (stereo not drawn)	-15	4	2	-3	-10	-3	-12	-4	-11	-9	6
CC1CCN(C(=O)COc2ncnc3ccccc23)CC1	-14	-25	-4	3	9	4	-12	-12	-37	-5	-10
Cc1ccc(O)c(NC(=O)CSc2ccc(Cl)cc2)c1	5	16	0	26	4	-11	-4	9	-25	5	2
Cc1cccc(OC(=O)Nc2ccc(C(=O)O)c(O)c2)c1	-3	12	-14	-6	-5	-5	-6	4	-3	-2	-9
CC1=C(C(=O)N2CCCCCC2)CC(CC(=O)NC2CC2)C(=O)N1Cc1ccccc1 (stereo not drawn)	-11	-24	-4	3	2	-6	2	-2	13	x	9
Cc1nc(S(=O)(=O)c2ccc(Cl)cc2Cl)nc2c1CCC2	-7	-20	10	-44	8	5	18	-11	-9	-1	10
O=C(COC(=O)CCc1nc2ccccc2c(=O)[nH]1)Nc1c(Cl)cccc1C(F)(F)F	-15	3	28	-4	8	10	-9	-21	-8	1	-2
COC(=O)/C=C/COc1ccccc1[N+](=O)[O-]	-55	12	-63	-62	-7	-40	5	4	-49	-21	-48
CC(C)(O)C#Cc1ccc(CN2CCN(Cc3ccsc3)C(CCO)C2)s1 (stereo not drawn)	-11	-1	2	-2	-2	4	-3	2	3	-9	-6
Cc1ccccc1-c1nc2c(s1)CCc1onc(-c3cccc([N+](=O)[O-])c3)c1-2	7	-25	5	5	-11	-6	-10	-13	-6	-15	-5
CC(=O)NS(=O)(=O)c1ccc(N=NN2CCOCC2)cc1	18	-20	5	-51	10	-12	9	0	-7	-8	-7
